Screening results (PubChem BioAssay)
USP1 inh: inhibitors of human USP1/UAF1 deubiquitinase; AID 743255; Potency, µM (titrated, usually from 57.1 µM), for inactives: top-dose activity change, negative = inhibition, most hits filed as inhibitors; O94782; 390,000 tested, 0.23% active; recombinant USP1/UAF1, Ub-Rhodamine cleavage fluorescence; note: potency is the fitted concentration of half-maximal effect; % is set by controls: 0 for no effect and ±100 for the full control effect; nearly all actives have a fitted effect of over 60% in size; inactives centre near -12
Target sequence (O94782 whole entry, looked up): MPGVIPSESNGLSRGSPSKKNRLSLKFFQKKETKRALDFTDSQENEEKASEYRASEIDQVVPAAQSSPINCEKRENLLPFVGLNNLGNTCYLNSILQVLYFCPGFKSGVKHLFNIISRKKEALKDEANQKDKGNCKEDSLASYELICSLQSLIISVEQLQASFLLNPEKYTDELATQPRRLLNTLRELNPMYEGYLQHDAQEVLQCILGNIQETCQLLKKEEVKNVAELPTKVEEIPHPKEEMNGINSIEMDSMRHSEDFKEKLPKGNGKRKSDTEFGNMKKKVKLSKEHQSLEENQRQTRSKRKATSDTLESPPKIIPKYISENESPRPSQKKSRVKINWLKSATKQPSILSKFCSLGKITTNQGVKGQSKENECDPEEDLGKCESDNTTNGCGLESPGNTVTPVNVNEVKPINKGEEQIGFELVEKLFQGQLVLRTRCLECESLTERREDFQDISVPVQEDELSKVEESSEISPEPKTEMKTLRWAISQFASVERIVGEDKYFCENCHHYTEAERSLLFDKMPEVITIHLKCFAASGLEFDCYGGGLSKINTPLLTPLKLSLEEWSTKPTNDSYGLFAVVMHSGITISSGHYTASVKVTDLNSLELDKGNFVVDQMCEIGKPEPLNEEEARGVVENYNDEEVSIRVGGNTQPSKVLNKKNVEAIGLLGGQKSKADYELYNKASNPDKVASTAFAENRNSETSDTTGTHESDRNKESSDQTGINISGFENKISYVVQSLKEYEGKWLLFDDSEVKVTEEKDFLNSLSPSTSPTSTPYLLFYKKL
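In this screen, compounds sit with the deubiquitinase complex (1nM) for 15 min at room temperature before Ub-Rho is added at 150nM final. Fluorescence rise is then followed for 6 reads every 60 seconds.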
PI4K2A block: inhibitors of human PI4K2A; purified PI4K2A, ADP-Glo luminescence, 1 h; stronger effect = lower value; activity change, negative = inhibition, % at 76.9 µM; 420,000 tested, 0.13% active; AID 1346378; in the data active = activity change below about -50%; inconclusive = mostly about -30% to -49%;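 note: -100% = wells without enzyme as full effect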
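Compounds are screened against recombinant PI4K2A using PI as substrate and ATP, the latter dispensed at 300 microM. Reactions run one hour at ambient temperature before ADP-Glo detection; full inhibition defined by wells lacking enzyme.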
TrxR1 substrate: rat thioredoxin reductase 1 substrate activity; O89049; purified TrxR1 substrate turnover, NADPH consumption readout; Potency, µM (highest dose often 114 µM), for inactives: top-dose activity change, negative = substrate turnover; 390,000 tested, 0.01% active; note: potency is the fitted concentration of half-maximal effect; % is set by controls: 0 for no effect and ±100 for the full control effect; nearly all actives have a fitted effect of over 50% in size
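Rat TrxR1, dispensed at 90 nM, was prereduced with 400 uM NADPH (final) for 5 min at ~22 deg C, then incubated with compound 15 min before 400 uM selenite. A first-read NADPH fluorescence drop versus no-compound background flagged substrates.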
TRHR enhancer: allosteric enhancers of human TRH receptor; P34981; TRHR cells, fluo-8 calcium fluorescence, EC20 TRH enhancement; enhancement, % at 2 µM; 360,000 tested, 0.66% active; in the data active = enhancement above about 30%; note: 0% is about no effect
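Enhancer read-out: after compound pinning and an initial kinetic agonist-mode read, an EC20 of TRH (10 nM final) was injected and fluo-8 calcium signal (Ex 480/Em 530) followed at 1 s/cycle for 100 cycles in TRHR-expressing cells.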
TRHR ag: TRH receptor (human) agonism | P34981 | TRHR cells, calcium flux fluo-8, FDSS agonist mode | activation, % at 2 µM | 360,000 tested, 0.18% active; in the data active = activation above about 30%; note: 0% is about no effect
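TRHR-expressing cells, plated overnight in medium with 10% serum, were loaded with fluo-8 calcium dye at room temperature. After a 10 s baseline, library compound was pin-added and calcium release was recorded kinetically (ex 480/em 530) as agonist response.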
IDH1 R132H inh: blocks human mutant IDH1 R132H enzyme; IDH1-R132H enzyme, NADPH consumption, diaphorase/resazurin fluorescence; Potency, µM (doses to about 76.6 µM), for the others: at the highest dose activity change, negative = inhibition, hits mostly inhibitors; 390,000 tested, 0.093% active; AID 602179; note: potency is the fitted concentration of half-maximal effect; % is set by controls: 0 for no effect and ±100 for the full control effect; nearly all actives have a fitted effect of over 65% in size
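IDH1-R132H (0.5 ug/mL dispensed) in pH 7.5 Tris buffer was preincubated 30 min with compound, then given a substrate mix of 0.016 mM NADPH and 2 mM alpha-KG for 80 min at room temperature; remaining NADPH was read by diaphorase/resazurin fluorescence.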
D2 antag: antagonists of human D2 dopamine receptor | P14416 | HEK293 TREx D2 cells, calcium flux, dopamine EC80 | inhibition, % at 10 µM | 340,000 tested, 2% active | AID 485344; in the data active = inhibition above about 30%; note: 0% is about no effect
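HEK293 T-REx D2 cells, tet-induced, calcium dye no-wash. Cpd pintool add, 180 s kinetic, then EC80 DA, 180 s kinetic. Ca flux read.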
TrxR1 inh: rat TrxR1 inhibition; AID 588453; recombinant rTrxR1, NADPH fluorescence consumption, selenite substrate; Potency, µM (titrated, usually from 114 µM), for the others: at the highest dose activity change, negative = inhibition, actives largely listed as inhibitors; 390,000 tested, 1% active; O89049; note: potency is the fitted concentration of half-maximal effect; % is set by controls: 0 for no effect and ±100 for the full control effect; nearly all actives have a fitted effect of over 65% in size
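Rat TrxR1 (90 nM in the dispensed reagent) was pre-reduced with 400 uM NADPH for 5 min at room temperature, then incubated with compound for 15 min. After 400 uM selenite was added, NADPH fluorescence (Ex 340/Em 450 nm) was followed for 8 min.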
D2 agonist: D2 dopamine receptor (human) agonism; activation, % at 2 µM; HEK293 T-REx D2 cells, calcium flux agonist mode; P14416; 340,000 tested, 0.53% active;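 active = activation over 3 SD above normal in the single-dose calcium agonist read, cut at about 30% in these data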; note: 0% is about no effect
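Tetracycline-induced HEK293 Trex cells with D2 receptor force-coupled to calcium signaling, plated overnight at 30 C and loaded with no-wash calcium dye. Calcium flux read kinetically for 180 s after compound addition; responses flag agonists.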
Starred values were filed as active, the others as inactive; ? = inconclusive; / = not tested or not shown; & = joins results of further samples; [ ] = another dose, or the depositor's remark. Unless noted, calls come from the whole dose curve; as a rule, active = well fitted inhibition curve with a large enough effect; inconclusive = small, poorly fitted or top-dose-only effect; inactive = no such curve, though single readings can be large or run the other way.

SMILES	USP1 inh	PI4K2A block	TrxR1 substrate	TRHR enhancer	TRHR ag	IDH1 R132H inh	D2 antag	TrxR1 inh	D2 agonist
CC1CCCC(C)N1/N=C/c1ccccc1OC(F)F (stereo unspecified)	-22%	4	6%	4	0.5	11%	6	17%	-0.3
CCOc1ccc(S(=O)(=O)N(C)c2ccc(OCC(=O)NCCc3ccc(OC)cc3)cc2)cc1	-21%	8	-2%	-3	1.8	0%	-11	24%	1.9
CC(=O)Nc1ccc(S(=O)(=O)NC2CCS(=O)(=O)C2)cc1Cl (stereo unspecified)	-19%	1	8%[57.1 µM]	15	-0.2	6%	-3	20%[57.1 µM]	-1.7
CN(C)C(CNC(=S)Nc1cccc(Cl)c1)c1cccnc1 (stereo unspecified)	-6%	1	0%	-4	0.1	1%	6	-10%	0.5
Cc1nc(-c2cn[nH]c2-c2ccc(O)cc2O)cs1	-6%	0	0%	-2	0.1	-3%	-1	19%	0.7
COCCN(C(=O)c1cc(-c2ccco2)nc2ccccc12)c1c(N)n(Cc2ccccc2)c(=O)[nH]c1=O	-6%	-11	5%	/	/	-2%	/	?	/
Cc1ccc(C)c(/C=C2\CCn3c2nc2cc(C(=O)O)ccc2c3=O)c1	-3%	4	-1%	3	0.0	-6%	5	6%	-0.9
O=c1[nH]c2ccc(NCc3ccc(-c4cccc(Cl)c4)o3)cc2[nH]1	-5%	-1	-9%	4	-2.6	5%	/	-18%	-1.9
CCCC(=O)N1CCN(c2nc3ccccc3s2)CC1	-9%	-6	-2%	3	1.2	-1%	0	12%	0.1
Cc1ccc(N(C(=O)CNC(=O)c2ccco2)C(C(=O)NC2CCCC2)c2ccncc2)cc1 (stereo unspecified)	4%	-3	-1%	1	0.3	-9%	-4	20%	2.1
COc1ccc(-c2nc3n(n2)C(=O)CC(c2ccco2)S3)cc1 (stereo unspecified)	-7%	-6	3%	1	-0.4	2%	2	14µM*	-0.5
Cc1cccc(CN2C(=O)c3ccccc3Sc3ccc(C(=O)NCCCN4CCOCC4)cc32)c1	?	7&-2	1%	5&-3	0.7&0.0	-5%&0%	10	11%	1.0&-0.8
CN1CCN(c2ccc(S(=O)(=O)N3CCCCC3)cc2NC(=O)Cc2c(F)cccc2Cl)CC1	-16%	1	-1%	-3	0.9	8%	13	7%	1.3
COc1cccc(C(=O)c2cn(CC(=O)NCc3ccccc3)c3nc(C)ccc3c2=O)c1	-16%	-12	6%[57.1 µM]	0	0.1	32%	/	13%[57.1 µM]	0.6
O=C(COc1ccc2c3c(c(=O)oc2c1)CCCC3)NCc1ccncc1	-18%	0	53%[activator]	9	0.0	-7%	-10	21%	0.3
CCOC(=O)CN1CC23C=CC(O2)C(C(=O)Nc2cc(OC)ccc2OC)C3C1=O (stereo unspecified)	-21%	-4	1%	2	-0.2	-9%	-18	15%	0.6
CCOc1ccc(CN(C)C(=O)CNC(=O)C2CCCCC2)cc1	-3%	4	-2%	10	0.8	-2%	4	2%	-3.6
Cc1nc(CNS(=O)(=O)c2ccc3c(c2)OCCO3)cs1	-19%	-4	8%	2	0.9	13%	3	13%	0.1
Cc1ccc2c(c1)NC(=O)C(CC(=O)NCCCN1CCN(C3CCCCC3)CC1)O2 (stereo unspecified)	/	/	/	-3	0.2	/	9	/	-0.3
COCCNC(=O)c1c(NC(=O)c2cc(=O)c3cc(C)cc(C)c3o2)sc2c1CCCC2	?	0	-1%	-2	0.2	-6%	/	7%	0.6
COc1ccc(C(C(=O)NC2CCCCC2)N(C(=O)c2sc(C)nc2C)c2ccccc2C)cc1 (stereo unspecified)	-21%	-4	1%	-3	-0.5	-6%	-14	10%	1.3
Clc1ccc(-c2cc(CSc3cccc(Cl)c3)on2)cc1	-11%	-6	3%[57.1 µM]	-1	0.0	1%	-5	2%[57.1 µM]	0.7
COc1ccccc1NS(=O)(=O)c1ccc(NC(=O)c2ccncc2)cc1	-10%	0	-6%	38*	0.9	0%	22	9%	1.0
COc1ccc(-n2c(SCC(=O)Nc3cc(C(=O)O)ccc3C)nc3ccccc3c2=O)cc1Cl	2%	-1	-16%	-2	-0.3	-5%	10	-28%	-2.1
CN(C)c1cc[n+](CC(=O)Nc2ccc(Oc3ccccc3)cc2)cc1	-25%	0	4%	-1	0.3	5%	20	16%	0.2
Next compounds
SMILES	USP1 inh	PI4K2A block	TrxR1 substrate	TRHR enhancer	TRHR ag	IDH1 R132H inh	D2 antag	TrxR1 inh	D2 agonist
C/C(=N\NC(=O)c1ccccc1O)c1ccc(NC(=O)Cc2ccccc2)cc1	6%	1	14%	-1	-0.6	-3%	-6	21%	0.2
Cc1[nH]c2ccc(OC(F)(F)F)cc2c1CCN1C(=O)c2ccc(C(=O)O)cc2C1=O	-13%	1	1%	1	-0.7	-5%	3	4%	-1.0
O=C(Nc1cccnc1)c1cccc(-c2cc3ccccc3oc2=O)c1	-21%	-3	-3%	2	-1.0	-2%	13	-6%	-0.1
C=CCn1c(C)cc(C(=O)COC(=O)CCc2cc(OC)c(OC)c(OC)c2)c1C	-3%	0	-1%	/	/	22%	/	-1%	/
O=C(Nc1ccccc1N1CCOCC1)c1cc(-c2ccco2)nc2ccccc12	-24%	-17	0%	0	-0.7	-2%	2	-21%	-0.3
O=C(O)C1C2C=CC(O2)C1C(=O)NCc1ccc2c(c1)OCO2 (stereo unspecified)	-19%	3	0%	-4	0.2	9%	-17	5%	1.2
O=C(NCc1ccc(Cl)cc1)c1ccc(-c2ccccc2C(F)(F)F)o1	-35%	-6	-5%[57.1 µM]	0	-0.5	11%	-19	11%[57.1 µM]	-0.3
CC(=O)c1ccc(S(=O)(=O)Nc2ccc(N3CCOCC3)cc2)cc1	-26%	-2	2%	-4	-0.3	-6%	11	7%	0.3
CC1(C)Cc2c(c(N3CCCC3)nc3sc(C(=O)Nc4ccccc4)c(N)c23)CO1	?	1	68%[activator]	-5	-0.1	2%	-10	6%	0.0
CCc1ccc(-n2nc(C)c3c(C)cc(=O)n(CC(=O)Nc4cc(C)ccc4C)c32)cc1	0%	-1	3%[57.1 µM]	2	0.6	7%	/	16%[57.1 µM]	/
O/N=C1/CCc2cccc3cccc1c23	-6%	10	6%[57.1 µM]	-3	-0.4	8%	4	-1%[57.1 µM]	0.8
CCC1Oc2ccc(C)cc2N(CC(=O)NCCCN2CCN(Cc3ccccc3)CC2)C1=O (stereo unspecified)	?	0	8%	-4	-0.3	-2%	-8	2%	0.0
COc1ccc(NC(=O)COC(=O)CN2C(=O)NC(C)(C)C2=O)cc1	-19%	5	-6%	13	-0.2	2%	-7	11%	0.0
Cc1occc1-c1nnc(SCC(=O)Nc2ccccc2)n1C(C)c1ccccc1 (stereo unspecified)	-16%	2	-13%	-5	-1.0	-3%	0	-18%	0.5
CC(C)(C)n1cnc2cc(NCc3cccs3)ccc21	-19%	4	-5%	5	-0.1	14%	10	-9%	0.6
COc1ccc(NC(=O)COC(=O)CCSc2ccccc2)cc1OC	-9%	1	-9%	/	/	-6%	/	15%	/
CCOC(=O)c1cnn(-c2cc(C)c3ccccc3n2)c1N	-3%	-2	-4%	-3	0.2	1%	8	-3%	0.8
CCN(CC(=O)Nc1ccc2c(c1)OCCO2)C(=O)c1cccc(S(=O)(=O)N2CCOCC2)c1	-15%	-2	-1%	22	-0.1	-3%	-11	-3%	0.2
COc1ccc2nc(SCC(=O)NC(C)c3ccccc3)[nH]c2c1 (stereo unspecified)	-15%	2	4%	-3	-0.6	-1%	19	17%	0.0
COc1ccc(S(=O)(=O)N(CC(=O)Nc2ccccc2Cl)Cc2ccccc2)cc1	-27%	1	-6%[57.1 µM]	-5	1.3	11%	/	-8%[57.1 µM]	0.2
COc1cc(NC(C)C(=O)N2CC(C)OC(C)C2)cc(OC)c1 (stereo unspecified)	-7%	5	5%[57.1 µM]	-5	0.0	5%	1	20%[57.1 µM]	0.2
CC(=O)c1ccc(NC(=O)CSC(=S)N2CCCC2)cc1	-2%	-3	-1%	28	-0.6	0%	-3	1%	0.4
Cc1ccc(-c2cc(C(F)F)nc(N3CCOCC3)n2)cc1	-8%	-2	-3%	6	-0.4	0%	0	-7%	1.2
C=C(C(=O)Nc1ccccc1)c1ccc(C)cc1	14%	4	-5%	2	-0.5	7%	/	11%	/
CCCn1nc(NS(=O)(=O)c2cccc3nonc23)c2cc3cc(C)ccc3nc21	-12%	-2	-5%	2	-1.3	-5%	-15	4%	-1.3
O=C(CSc1ccc(-c2cccnc2)nn1)Nc1ccc(F)cc1F	-4%	2	-5%	-6	0.0	4%	3	-8%	0.3
Cn1cc(Br)c(C(=O)N2CCc3ccccc32)n1	-8%	-1	-4%	4	-0.7	-2%	1	8%	-0.2
CCN1CCN(CCCNC(=O)C2CCCN(c3nnc(-n4cccc4)s3)C2)CC1 (stereo unspecified)	-18%	3	-4%	-3	0.0	1%	4	0%	0.9

5 records picked at random from the list so far, as already listed:
SMILES	USP1 inh	PI4K2A block	TrxR1 substrate	TRHR enhancer	TRHR ag	IDH1 R132H inh	D2 antag	TrxR1 inh	D2 agonist
COc1ccccc1NS(=O)(=O)c1ccc(NC(=O)c2ccncc2)cc1	-10%	0	-6%	38*	0.9	0%	22	9%	1.0
COc1ccc(C(C(=O)NC2CCCCC2)N(C(=O)c2sc(C)nc2C)c2ccccc2C)cc1 (stereo unspecified)	-21%	-4	1%	-3	-0.5	-6%	-14	10%	1.3
CN(C)c1cc[n+](CC(=O)Nc2ccc(Oc3ccccc3)cc2)cc1	-25%	0	4%	-1	0.3	5%	20	16%	0.2
C/C(=N\NC(=O)c1ccccc1O)c1ccc(NC(=O)Cc2ccccc2)cc1	6%	1	14%	-1	-0.6	-3%	-6	21%	0.2
COc1cccc(C(=O)c2cn(CC(=O)NCc3ccccc3)c3nc(C)ccc3c2=O)c1	-16%	-12	6%[57.1 µM]	0	0.1	32%	/	13%[57.1 µM]	0.6
